Bioassay records: PubChem BioAssay, several laboratories
b-catenin transl – alters nuclear translocation of beta-catenin in HeLa cells | immunofluorescence imaging | nuclear translocation activity, % at 5 µM | 190,000 tested, 0.3% active;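 active = nuclear translocation activity above 50% at 5 µM, with a well cell count of 50 or more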;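 note: per-cell ratio of nuclear to cytoplasmic median beta-catenin stain intensity; plate controls were DMSO negative control for no effect and GSK-3 inhibitor IX positive control for full effect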
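Test system: HeLa cells, endogenous beta-catenin; Compound: single 5 µM dose plus 0.02–20 µM confirmation series; Times: compound exposure 24 h at 37°C; Signal: fluorescence imaging of beta-catenin antibody stain plus DAPI; Read-out: % activation, nuclear-to-cytoplasmic median beta-catenin signal ratio per cell.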
Dynein cargo inh – blocks dynein driven cargo transport along microtubules | 220,000 tested, 0.47% active | z-score, hits read low | 3617.4 mouse cells, GR-EGFP nuclear translocation imaging; test concentration mostly 20 µM; stimulated with dexamethasone, 1 µM; active compounds read low;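 active = plate z-score of nuclear minus cytoplasmic receptor signal below a set negative limit, without overly bright fluorescence or cell loss, cut at about -3.5 in these data, passing the limit was not always enough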;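 note: z-score of nuclear minus cytoplasmic ring GR-EGFP intensity difference per well; some compounds called inactive have numbers as strong as hits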
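medium = tetracycline-free induction medium containing charcoal-stripped FBS | also added = 1.0 µM final dexamethasone stimulus | schedule = 48 h induction, 1 h compound, 30 min dex at 37 °C | technique = fixed, Hoechst-stained cells imaged at 10x for EGFP | measure = GR-EGFP nuclear translocation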
Ins promoter up – MIN6 insulin promoter up-regulation; MIN6 insulin promoter-GFP reporter, high-content imaging; active compounds read high; 190,000 tested, 0.3% active; z-score at 5 µM;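 active = z-score above 3 at 5 µM with at least 500 cells counted in the well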
P. falciparum M17LAP – P. falciparum M17LAP inhibitors, primary screen, biochemical, fluorogenic H-Leu-NHMec substrate, 1536-well (AID 1619); recombinant M17LAP, H-Leu-NHMec fluorogenic kinetic assay; higher % means a stronger effect; one-dose inhibition, % at 30 µM; IC50 in µM for titrated hits; 220,000 tested, 0.38% active;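 active = compound inhibiting the enzyme by more than half at any dose during confirmatory dose-response retesting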;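 note: plate controls were full reaction with DMSO carrier for no effect and no enzyme background for full effect; strong numbers were not always called active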
M1AAP inhibition – malaria alanyl aminopeptidase activity blockers – biochemical, fluorogenic H-Leu-NHMec substrate, 1536-well (AID 1445) | one-dose inhibition, % at 30 µM; IC50 in µM for titrated hits | recombinant M1AAP, H-Leu-NHMec fluorogenic kinetic assay; higher % means a stronger effect | 220,000 tested, 0.42% active;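 active = primary inhibition above the hit cutoff, then over 50% inhibition at one or more dose response concentrations, cut at about 23% in these data, passing the limit was not always enough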;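 note: plate controls were DMSO full reaction for no effect and no enzyme background for full effect; strong numbers were not always called active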
MT stabilize HCS – microtubule stabilization, imaging screen | AID 2205 | HeLa tubulin immunostaining HCS, 24 h; share of cells brighter than vehicle mean+2SD | % tubulin-high responders, % at 10 µM | 200,000 tested, 0.83% active;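 active = plate Z-score above 3 for both tubulin-high and condensed-nucleus cell shares, with cell loss under 80%, at 10 µM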;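 note: anti alpha tubulin signal scored within the nucleus-defined area of each cell; some results filed as inactive read as strong as hits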
UTI89 phage lysis – protection from phage-mediated lysis, alamar blue read-out – E. coli UTI89, K1F phage, bacterial capsule biogenesis inhibitors (AID 488966) | inhibition, % at 100 µM; hits with a dose series show IC50 in µM | 340,000 tested, 0.02% active | E. coli UTI89 K1F phage lysis, alamar blue, 2 h; higher % means a stronger effect;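 active = phage lysis inhibition, versus mean bacterial control, above a set limit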;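 note: capsule biogenesis inhibitors block K1F phage lysis so surviving cells raise fluorescence; higher fluorescence means more inhibition of phage lysis; actives were called in the ten point dose series up to 300 µM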
ER stress rescue – rescue of cells from ER stress-induced death, primary screen, 384-well, CSM14.1, thapsigargin, ATP luminescence (AID 1222); 190,000 tested, under 10 active; CSM14.1 thapsigargin-induced death rescue, ATP luminescence; higher % means a stronger effect; cellular ATP content (survival), % at 20 µM, or EC50 in µM where a hit was titrated;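 active = EC50 below 50 µM in the dose-response confirmation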;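 note: death triggered by thapsigargin at about 15 µM added after 2 h compound pretreatment; cell ATP read after overnight thapsigargin exposure of roughly 18 to 22 hours; normalized against plate controls of thapsigargin alone and 5% DMSO vehicle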
Autophagy mod – modulators of autophagy. MEF GFP-LC3 puncta imaging; test concentration mostly 10 µM. calls only at 10 µM (by protocol). 190,000 tested, 0.98% active. AID 463193;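 active = percentage of spot-positive cells more than 3 SD above its plate mean, without a fluorescence outlier flag or 80% toxicity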;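 note: spot-positive cell cutoff set from DMSO-treated cells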
Dynein cargo inh cytoplasmic EGFP – second read-out of Dynein cargo inh, no call of its own (marks repeat the call); z-score; measured here: cytoplasmic GR-EGFP intensity; active compounds read high
Dynein cargo inh nuclear GR-EGFP – further read-out of Dynein cargo inh, marked with its call; z-score; measured here: nuclear GR-EGFP intensity;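 lower value marks the stronger effect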
Dynein cargo inh cell count – recorded beside Dynein cargo inh, whose call it bears; z-score; measured here: cell count per field
Ins promoter up cell count – second read-out of Ins promoter up, no call of its own (marks repeat the call); cell count; measured here: cytotoxicity, nuclei count;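 total cells summed across four imaged fields per well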
b-catenin transl cell count 5 µM – second read-out of b-catenin transl, no call of its own (marks repeat the call); cell count; measured here: cell count, cytotoxicity flag
MT stabilize HCS Hoechst-high % – second read-out of MT stabilize HCS, no call of its own (marks repeat the call); % Hoechst-high responders; measured here: nuclear condensation Hoechst responders;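 share of cells brighter than vehicle mean plus two SD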
MT stabilize HCS cytotoxicity % – recorded beside MT stabilize HCS, whose call it bears; toxicity, %; measured here: cytotoxicity by cell density;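 0% = mean cell density of plate MIN control wells and 100% = no cells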
Autophagy mod cell loss 18 h – recorded beside Autophagy mod, whose call it bears; toxicity, %; measured here: cell loss, nuclei count;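 cell loss after 18 h compound exposure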
* marks the source's active call; other numbers are inactive results; i = inactive; . = not tested or not shown; & = joins results of further samples; [ ] = dose if it differs, or a comment.

| Structure | b-catenin transl | b-catenin transl cell count 5 µM | Dynein cargo inh | Dynein cargo inh cytoplasmic EGFP | Dynein cargo inh nuclear GR-EGFP | Dynein cargo inh cell count | Ins promoter up | Ins promoter up cell count | P. falciparum M17LAP | M1AAP inhibition | MT stabilize HCS | MT stabilize HCS Hoechst-high % | MT stabilize HCS cytotoxicity % | UTI89 phage lysis | ER stress rescue | Autophagy mod | Autophagy mod cell loss 18 h |
| --- | --- | --- | --- | --- | --- | --- | --- | --- | --- | --- | --- | --- | --- | --- | --- | --- | --- |
| Cc1cc(C)c2nc(NC(=O)c3ccc4c(=O)n5c(nc4c3)CCCCC5)sc2c1 | -0.1 | 1103 | 0.065 | -0.26 | 0.12 | 0.035 | -0.46 | 1386 | -13% | 4% | 3.7 | 3.3 | 0.7 | 0.1% | -1.2% | i | 1 |
| COC(=O)c1cccc(S(=O)(=O)N2CCN(c3nc4ccccc4s3)CC2)c1 | -0.8 | 1102 | -0.18 | -0.21 | 0.15 | 0.025 | 0.03 | 1311 | 7% | 4% | 2.7 | 1.4 | 6.1 | 2.7% | . | i | -10 |
| c1ccc(-c2n[nH]c(-c3ccccn3)n2)nc1 | 3.0 | 1260 | 0.68&-0.46 | -0.23&-0.27 | 1.1&-0.34 | -0.86&0.64 | -0.06&0.85 | 1380&1130 | 8%&-8% | -23%&-13% | 2.7 | 2.7 | 13 | -5.7%&0.9% | -3.0% | i | 2 |
| Cc1cc(Cl)c(OCCCN2CCCCC2)c(Br)c1 | 0.0 | 944 | -0.99 | -0.25 | -0.93 | 0.91 | -0.74 | 1320 | 4% | 4% | 2.0 | 2.6 | 4.4 | 1.8%[50 µM] | -2.8% | i | -8 |
| CN1/C(=C\C(=O)C[n+]2ccc3ccccc3c2)C(C)(C)c2ccccc21 | 1.0 | 1052 | 0.016 | -0.23 | -0.39 | 0.71 | -4.7 | 583 | 27% | 7% | 2.3 | 3.3 | 2.6 | . | -1.1% | i | 14 |
| CCOc1ccccc1C(=O)Nc1nn[nH]n1 | -0.1 | 1471 | -1.1 | -0.026 | 0.032 | 1.5 | 0.03 | 1409 | 1% | -1% | 4.7 | 2.0 | 14 | -0.2% | -0.4% | i | 0 |
| COc1ccc(/C=N/NC(=O)c2cc(C(C)(C)C)[nH]n2)cc1COc1ccc(F)cc1F | -0.8 | 1076 | -0.062 | -0.31 | -0.083 | 0.58 | 0.35 | 1221 | -4% | 0% | 2.8 | 1.3 | 4.4 | 0.9% | -5.6% | i | -9 |
| Cc1ccc([N+](=O)[O-])cc1-c1ccc(/C=C(\C#N)c2[nH]nc(N)c2C#N)o1 | 2.2 | 444 | 0.64 | -0.13 | -0.11 | -0.11 | -0.04 | 1452 | 12% | -1% | 8.0 | 7.9 | 20 | 4.0% | -0.8% | i | 9 |

Given with two lines to a compound: entries from further up
Results follow in this order: b-catenin transl	b-catenin transl cell count 5 µM	Dynein cargo inh	Dynein cargo inh cytoplasmic EGFP	Dynein cargo inh nuclear GR-EGFP	Dynein cargo inh cell count	Ins promoter up	Ins promoter up cell count	P. falciparum M17LAP	M1AAP inhibition	MT stabilize HCS	MT stabilize HCS Hoechst-high %	MT stabilize HCS cytotoxicity %	UTI89 phage lysis	ER stress rescue	Autophagy mod	Autophagy mod cell loss 18 h
c1ccc(-c2n[nH]c(-c3ccccn3)n2)nc1
→ 3.0	1260	0.68&-0.46	-0.23&-0.27	1.1&-0.34	-0.86&0.64	-0.06&0.85	1380&1130	8%&-8%	-23%&-13%	2.7	2.7	13	-5.7%&0.9%	-3.0%	i	2
Cc1cc(Cl)c(OCCCN2CCCCC2)c(Br)c1
→ 0.0	944	-0.99	-0.25	-0.93	0.91	-0.74	1320	4%	4%	2.0	2.6	4.4	1.8%[50 µM]	-2.8%	i	-8
CN1/C(=C\C(=O)C[n+]2ccc3ccccc3c2)C(C)(C)c2ccccc21
→ 1.0	1052	0.016	-0.23	-0.39	0.71	-4.7	583	27%	7%	2.3	3.3	2.6	.	-1.1%	i	14
CCOc1ccccc1C(=O)Nc1nn[nH]n1
→ -0.1	1471	-1.1	-0.026	0.032	1.5	0.03	1409	1%	-1%	4.7	2.0	14	-0.2%	-0.4%	i	0
COc1ccc(/C=N/NC(=O)c2cc(C(C)(C)C)[nH]n2)cc1COc1ccc(F)cc1F
→ -0.8	1076	-0.062	-0.31	-0.083	0.58	0.35	1221	-4%	0%	2.8	1.3	4.4	0.9%	-5.6%	i	-9
Cc1ccc([N+](=O)[O-])cc1-c1ccc(/C=C(\C#N)c2[nH]nc(N)c2C#N)o1
→ 2.2	444	0.64	-0.13	-0.11	-0.11	-0.04	1452	12%	-1%	8.0	7.9	20	4.0%	-0.8%	i	9

Results in Dynein cargo inh nuclear GR-EGFP, Autophagy mod and Ins promoter up (two entries from above):
smiles | Dynein cargo inh nuclear GR-EGFP | Autophagy mod | Ins promoter up
CN1/C(=C\C(=O)C[n+]2ccc3ccccc3c2)C(C)(C)c2ccccc21 | -0.39 | i | -4.7
c1ccc(-c2n[nH]c(-c3ccccn3)n2)nc1 | 1.1&-0.34 | i | -0.06&0.85

(listing goes on)
| Structure | b-catenin transl | b-catenin transl cell count 5 µM | Dynein cargo inh | Dynein cargo inh cytoplasmic EGFP | Dynein cargo inh nuclear GR-EGFP | Dynein cargo inh cell count | Ins promoter up | Ins promoter up cell count | P. falciparum M17LAP | M1AAP inhibition | MT stabilize HCS | MT stabilize HCS Hoechst-high % | MT stabilize HCS cytotoxicity % | UTI89 phage lysis | ER stress rescue | Autophagy mod | Autophagy mod cell loss 18 h |
| --- | --- | --- | --- | --- | --- | --- | --- | --- | --- | --- | --- | --- | --- | --- | --- | --- | --- |
| COc1ccc2c3c([nH]c2c1)C1CC2C(CC(O)C(OC)C2CO)CN1CC3 (stereo unspecified) | 0.0 | 1347 | 0.53 | -0.21 | 0.87 | -0.46 | -0.51 | 1101 | -20% | 5% | . | . | . | 1.7% | . | . | . |
| CCOC(=O)c1c(NC(=O)CSc2nnc(-c3cccnc3)o2)sc2c1CCC2 | 1.0 | 1091 | -0.16 | -0.13 | -0.041 | -0.16 | 0.57 | 1141 | 5% | 9% | 2.4 | 2.0 | 3.6 | 0.1% | -0.1% | i | -8 |
| O=c1c2c(-c3ccc([N+](=O)[O-])cc3)csc2nc2n1CCC2 | -0.5 | 449 | -0.28 | -0.23 | -0.56 | -0.041 | 0.52 | 1149 | 16% | 5% | 3.1 | 1.8 | 6.9 | 0.3% | -1.4% | i | -8 |
| CCCCN(C)Cc1c(C)[nH]c2ccc(OCC)cc2c1=O | -5.1 | 1068 | 0.52 | -0.11 | 0.54 | -0.43 | 0.79 | 1878 | -7% | 3% | 1.2 | 1.0 | 5.2 | 0.2% | -0.5% | i | 3 |
